EWS-Fli inh – EWS/Fli transcriptional activity inhibition; A673 NR0B1-luciferase reporter, viability-normalised; inhibition, % at 12.6 µM; 350,000 compounds, 0.67% hits; AID 651661;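 active means mean inhibition of at least 50% after viability correction, with every replicate also passing that limit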;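 further: firefly luciferase signal divided by Alamar Blue viability fluorescence both relative to DMSO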
PAX8 inh HTS – lowers PAX8-driven luciferase in RMG-I cells. RMG-I TPO-luciferase reporter, SteadyGlo, 24 h. inhibition, % at 12.6 µM. 360,000 compounds, 1.2% hits;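 active means mean replicate inhibition at least 60% with every replicate also reaching 60%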;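 further: luciferase light reporting Pax8 driven TPO promoter activity; plate controls were median of neutral control wells for no effect and mitoxantrone controls for full effect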
PglD DTNB – PglD (C. jejuni) enzyme inhibition; inhibition, % at 12.5 µM; purified PglD enzyme, DTNB colorimetric CoA detection; 360,000 compounds, 0.098% hits; AID 602405; in the data active means inhibition above about 16%, passing the limit was not always enough; further: strong numbers were not always called active
LGR2 antag – inhibitors of bursicon-induced Drosophila LGR2 receptor cAMP signaling; inhibition, % at 9.99 µM; 380,000 compounds, 0.35% hits; HEK293 LGR2, CRE-luciferase, bursicon-stimulated, 4 h;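 active means drop in luminescence signal, shown as inhibition above about 50% in the replicate tests, limit read from the data, passing the limit was not always enough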;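 further: agonist challenge used bursicon conditioned medium at about half maximal strength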
PGC1a acetyl inh – lowers PGC1a acetylation signal in U2OS cells. AID 651687. AlphaScreen anti-acetyl-lysine; with virally co-expressed GCN5 acetyltransferase. inhibition, % at 15.6 µM. 350,000 compounds, 0.17% hits;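 active means every replicate shows inhibition of at least 40%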;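 further: 0% = neutral control wells and 100% = positive control wells; some results beyond the cut were filed as inactive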
FN deposit inh – fibronectin deposition inhibition; AH1F fibroblasts, Alexa488-fibronectin deposition fluorescence, overnight; inhibition, % at 12.6 µM; 350,000 compounds, 0.086% hits;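 active means mean inhibition across replicates of 30% or more, regardless of how many single replicates reach that level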;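 further: positive control wells lacked labelled fibronectin entirely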
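Assay system: AH1F fibroblast monolayer, labelled fibronectin deposition. Amount: 10000 cells per well. Also added: labelled fibronectin 24 nM. Compound: single-point pinned compound. Incubation: cell attachment 1 h, compound and FN exposure overnight. Detection: fluorescence after three HBSS washes, excitation 485 nm, emission 525 nm. Read-out: inhibition of fibronectin deposition signal.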
ERAP1 HTS inh – inhibitors of human ERAP1 aminopeptidase. Q9NZ08. recombinant ERAP1, Leu-AMC fluorescence, 60 min. inhibition, % at 10.7 µM. 340,000 compounds, 0.15% hits. AID 652197;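 active means mean replicate inhibition of at least 30%, or all replicates individually reaching that 30% level; inactive means mean below 30% and not every replicate reaching it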;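 further: 0% = neutral control wells and 100% = L-leucinethiol positive control wells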
Target sequence (Q9NZ08 whole entry, looked up): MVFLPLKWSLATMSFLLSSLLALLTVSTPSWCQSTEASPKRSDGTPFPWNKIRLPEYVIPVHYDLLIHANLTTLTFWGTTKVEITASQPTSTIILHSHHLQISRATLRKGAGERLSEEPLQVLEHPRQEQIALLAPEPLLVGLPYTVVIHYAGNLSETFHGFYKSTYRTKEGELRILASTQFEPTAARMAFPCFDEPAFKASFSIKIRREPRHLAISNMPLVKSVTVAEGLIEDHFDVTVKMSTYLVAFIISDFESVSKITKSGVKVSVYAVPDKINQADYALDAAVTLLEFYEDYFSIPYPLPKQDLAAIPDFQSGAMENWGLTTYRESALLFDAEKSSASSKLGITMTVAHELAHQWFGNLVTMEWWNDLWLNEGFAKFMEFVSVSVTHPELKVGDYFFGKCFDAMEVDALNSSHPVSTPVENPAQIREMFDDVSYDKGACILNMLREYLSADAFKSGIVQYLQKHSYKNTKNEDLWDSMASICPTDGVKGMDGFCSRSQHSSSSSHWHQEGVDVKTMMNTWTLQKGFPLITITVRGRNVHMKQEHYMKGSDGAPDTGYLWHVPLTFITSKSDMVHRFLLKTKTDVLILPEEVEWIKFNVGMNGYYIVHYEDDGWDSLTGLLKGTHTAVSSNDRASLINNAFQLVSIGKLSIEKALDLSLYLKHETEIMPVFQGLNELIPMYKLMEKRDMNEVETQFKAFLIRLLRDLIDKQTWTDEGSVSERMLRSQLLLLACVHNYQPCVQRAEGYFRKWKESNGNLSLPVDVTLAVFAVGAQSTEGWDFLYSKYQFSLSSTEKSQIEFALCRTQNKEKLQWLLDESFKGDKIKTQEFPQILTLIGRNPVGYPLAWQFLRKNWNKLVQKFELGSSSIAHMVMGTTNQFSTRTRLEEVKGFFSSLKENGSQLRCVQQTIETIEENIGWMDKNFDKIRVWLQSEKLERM
S100A4 inh HTS – blocks human S100A4 binding to myosin IIA peptide; P26447; S100A4/TAMRA-MyoIIA peptide fluorescence polarization; inhibition, % at 10.7 µM; 360,000 compounds, 0.14% hits; AID 652163;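 active means mean inhibition of at least 70% across replicates, with every replicate also reaching that level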
Target sequence (P26447 whole entry, looked up): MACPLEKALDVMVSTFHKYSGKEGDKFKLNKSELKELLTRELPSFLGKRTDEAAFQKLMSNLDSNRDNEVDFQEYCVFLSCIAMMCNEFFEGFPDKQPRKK
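Test system – S100A4 monomer (human) · Compound – single-point compound testing · Schedule – 5 min incubation before reading · Probe or stimulus – TAMRA-labelled myosin IIA heavy-chain peptide probe, 5 nM · Benchmarks – neutral control DMSO, positive control TFP · Medium – Calcium-containing HEPES buffer, pH 7.2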
* = called active by the depositor; nt = not tested or not shown; & = joins results of further samples.

SMILES	EWS-Fli inh	PAX8 inh HTS	PglD DTNB	LGR2 antag	PGC1a acetyl inh	FN deposit inh	ERAP1 HTS inh	S100A4 inh HTS
COc1cccc(OC)c1C(=O)Nc1sc2c(c1C(N)=O)CCCC2	0.6	33.6	-10.2	8.2	7.5	-4.8	nt	-2.7
NC(N)=N/N=C/c1ccccc1Cl	1.4	14.0	-7.3	3.4	-0.2	-1.8	-4.6	-0.8
C=CCN(CC=C)CCOc1ccc(C)cc1[N+](=O)[O-]	-31.0	-56.0	nt	-22.9	-0.9	4.2	10.1	4.6
Oc1ccc(C=NNc2ccccn2)c(O)c1	-8.7	-5.0	nt	26.0	nt	18.0	-2.7	-2.4
C[C@H](CO)N1C[C@H](C)[C@H](CN(C)S(=O)(=O)c2ccc(F)cc2)Oc2c(NC(=O)Nc3ccc(F)cc3)cccc2C1=O	1.1	nt	-8.1	8.1	-10.1	nt	0.0	-10.4
COc1cc(SC)ccc1C(=O)Nc1c(C)cccc1C	-12.0	5.7	nt	-3.6	nt	2.8	1.4	10.3
C[C@@H]1C=CCCO[C@]12C(=O)N(Cc1ccc(F)cc1)c1ccccc12	-10.2	4.2	nt	7.9	nt	2.5	1.0	-1.5
CCN1CCN(C(CNS(=O)(=O)c2ccc(C)cc2)c2ccccc2)CC1 (stereo unspecified)	nt	-6.2	3.3	-3.2	-5.9	-4.2	-4.2	-16.7
CNC(=S)NNC(=O)c1cc(C(C)(C)C)nn1Cc1ccc(F)cc1	19.5	5.7	nt	-9.0	nt	3.1	-0.5	17.7
CCn1cc(C(=O)NCCc2ccc(Cl)cc2)c(=O)c2ccc(C)nc21	-4.9	1.7	nt	18.9	nt	-3.8	-4.4	-0.2
CCS(=O)(=O)Nc1ccc2c(c1)C(=O)N(C)[C@@H]1CC[C@H](CC(=O)N[C@@H]3CCN(Cc4ccccc4)C3)O[C@H]1CO2	-3.9	-11.0	1.3	2.8	nt	13.5	-6.6	8.1
CCC(=O)N1[C@@H]2c3ccc(C4=CCCCC4)c(=O)n3C[C@H]1[C@H](CO)[C@H]2C(=O)N[C@H](C)c1ccccc1	2.8	nt	-1.1	-11.0	nt	nt	0.0	-10.6
CC(=O)Nc1ccc(S(=O)(=O)N(Cc2ccccc2)c2ccccc2F)cc1	13.6	5.3	nt	-10.5	-17.4	-3.9	1.5	4.3
COc1ccc(CN(C)C[C@H]2OCCCC[C@H](C)Oc3ccc(N(C)C)cc3C(=O)N([C@H](C)CO)C[C@@H]2C)cc1	6.7	-2.7	3.3	9.3	-12.9	nt	1.1	6.0
CCC(=O)N1CC(=O)N2[C@@H](CO)[C@H](c3ccc(C#Cc4cccc(F)c4)cc3)[C@@H]2C1	10.3	nt	nt	-9.0	-5.4	nt	3.1	14.1
Cc1cccc(C)c1NC(=S)NC(=O)c1cccc(Cl)c1	4.0	11.0	nt	7.1	nt	-21.0	20.8	2.7
CCOc1ccc(N2C(=O)CC(N(Cc3ccco3)C(C)=O)C2=O)cc1 (stereo unspecified)	-2.5	-16.0	nt	12.0	nt	-2.1	0.3	-3.1
Cc1ccc(C)c(N2CCN(S(=O)(=O)CC34CCC(CC3=O)C4(C)C)CC2)c1 (stereo unspecified)	13.5	3.4	1.0	nt	4.6	-0.9	2.1	-3.5
C/C(Cl)=C/CSc1nn2c(=O)c3ccccc3nc2s1	nt	nt	-1.0	-72.6	nt	nt	-0.8	-6.5
COc1ccc(CN(C)C[C@@H]2Oc3ccc(NC(=O)Nc4ccc(OC)cc4)cc3CC(=O)N([C@H](C)CO)C[C@@H]2C)cc1	-0.4	nt	2.3	5.8	0.7	nt	-2.3	17.6
CC(C)CN1C(=O)c2ccc(NC(=O)C3CC3)cc2C1=O	nt	-3.6	-0.5	4.8	-4.2	0.9	-4.1	10.4
O=c1cnnc(N/N=C/c2c[nH]c3ccccc23)[nH]1	3.3	20.4	0.7	-0.2	1.1	-1.5	-4.2	-0.3
CCOC(=O)C1CCN(C(=O)COC(=O)c2ccc(Br)o2)CC1	nt	nt	2.3	-1.3	43.1	nt	11.0	-5.0
CN(C)C(=O)C[C@H]1CC[C@@H](NC(=O)C2CCOCC2)[C@H](CO)O1	9.8	-1.6	-4.1	8.4	-2.8	16.5	-1.1	4.2
Cc1cc(=O)oc2cc(NC(=O)c3cccc(S(C)(=O)=O)c3)ccc12	-69.5	-120.3	-3.0	-3.8	-6.6	0.8	-0.3	-1.9

Next section:
SMILES	EWS-Fli inh	PAX8 inh HTS	PglD DTNB	LGR2 antag	PGC1a acetyl inh	FN deposit inh	ERAP1 HTS inh	S100A4 inh HTS
COc1cccc(-c2ccc3c(c2)[C@@H]2[C@@H](CCN2C(=O)c2ccccn2)[C@H](CO)N3)c1	-30.6	12.8	-2.2	-25.6	8.0	3.4	3.0	0.4
COC(=O)c1ccc(C(=O)OC)c(=O)[nH]1	-4.1	10.1	-0.4	11.5	0.0	1.3	-1.0	-4.0
COc1ccccc1CCNC(=O)C(=O)NCC1OCCN1S(=O)(=O)c1ccc(Cl)cc1 (stereo unspecified)	18.7	13.4	3.1	7.2	3.7	5.8	-3.9	9.2
Cc1ccc(-c2ccc(C3[C@H]4CNC[C@@H]3N4S(=O)(=O)c3ccccc3C)cc2)cc1 (stereo partly specified)	-4.1	6.3	nt	-29.6&11.9	3.3	-12.3&-5.5	-0.1&1.6	-4.0&-18.7
C[C@@H]1CN([C@H](C)CO)C(=O)c2cccc(NC(=O)C3CCCCC3)c2O[C@@H]1CN(C)S(C)(=O)=O	-4.4	-8.7	-3.0	4.4	nt	-0.7	1.1	2.5
CCN(CC)CCCn1c2c(c(SCC(=O)Nc3cc(C)on3)nc1=O)CCC2	-4.4	2.0	2.7	-8.4	2.1	-0.1	-3.3	-2.3
C[C@@H]1CN([C@@H](C)CO)C(=O)Cc2cc(NC(=O)c3ccncc3)ccc2O[C@@H]1CN(C)S(=O)(=O)c1cn(C)cn1	0.7	-18.8	nt	-5.4	-1.3	nt	-6.9	2.4
O=C(Nc1ccc(Cl)c(S(=O)(=O)N2CCOCC2)c1)c1n[nH]c(=O)c2ccccc12	4.7	-12.9	-1.7	2.5	nt	-2.7	-0.8	2.0
C/C=C/c1ccc(C2[C@H]3CNC[C@@H]2N3Cc2cccc(C(F)(F)F)c2)cc1 (stereo partly specified)	nt	nt	nt	-14.4	nt	-3.3	0.0	5.1
Cn1c(CO)cnc1SCC(=O)c1ccc(Br)cc1	-3.4	-11.1	nt	-4.3	7.4	-5.4	12.3	-2.8
O=C(NCc1ccccc1)c1cccc(NC(=O)C2CCCCC2)c1	1.4	14.7	3.6	-4.1	4.1	3.1	nt	-2.4
Cc1ccccc1-c1nnn(CC(=O)Nc2ccc3c(c2)OCO3)n1	1.4	-6.3	nt	-24.9	nt	8.7	-0.5	2.8
COc1cccc(CN2CCN(S(=O)(=O)c3ccc(NC(C)=O)cc3)CC2)c1OC	14.7	22.6	nt	-4.3	nt	-6.1	-0.4	7.6
COc1ccc2c3c(n(C)c2c1)[C@H](CO)N(C(=O)c1ccc(F)cc1)CC31CN(C(=O)Nc2ccc(F)cc2)C1	6.0	nt	nt	-1.2	-2.0	9.9	1.1	-3.2
CCC(=O)Nc1ccc2c(c1)C(=O)N(C)C[C@H](OC)[C@H](C)CN(C(=O)c1ccc(F)cc1)[C@H](C)CO2	-1.0	nt	0.9	2.3	2.0	0.9	1.9	-8.0
Clc1ccc(N2CCOCC2)nn1	5.4	12.8	nt	-11.1	nt	-1.1	-0.4	2.4
O=C(Nc1ccc(Cl)c(Cl)c1)OCc1cccnc1	nt	-104.0	-2.1	nt	-7.8	3.7	nt	nt
CC(=O)N(C)C[C@H]1[C@@H](c2ccc(C#CC(C)C)cc2)[C@@H](CO)N1C(=O)C1CCC1	-4.1	nt	nt	-9.4	nt	2.1	-0.1	-6.5
Cc1sc2ncnc(Nc3ccc(N4CCOCC4)cc3)c2c1-c1ccccc1	3.1	9.8	nt	-2.3	nt	1.3	-1.1	-3.4
C[C@@H]1CCCCO[C@H](CN(C)C(=O)Nc2ccc(C(F)(F)F)cc2)[C@@H](C)CN([C@H](C)CO)C(=O)c2cc(NC(=O)c3ccncc3)ccc2O1	5.3&-12.6	6.8&0.2	1.0	1.1	-10.2&-1.7	-9.9&3.2	1.6&-0.2	-7.8&6.4
CCCC(=O)Nc1ccc2c(c1)C(=O)N(C)C[C@@H](OC)[C@H](C)CN(Cc1ccncc1)[C@H](C)CO2	-2.5	nt	nt	-5.6	6.4	7.8	nt	nt
O=C(CNC(=O)c1ccccc1Br)NCC(c1ccco1)N1CCCCC1 (stereo unspecified)	-5.6	-4.1	5.0	-10.8	-4.7	1.4	-1.3	-14.3
CN1CCN(C2CN(Cc3cn(Cc4ccc(C(F)(F)F)cc4)nn3)S(=O)(=O)C2)CC1 (stereo unspecified)	7.2	0.1	nt	-11.0	nt	-2.8	0.3	11.0
CCOc1ncccc1C(=O)OCCCC(=O)c1ccc(Br)cc1	-4.5	-14.1	-8.3	-4.6	-1.6	-1.5	2.5	6.0
C[C@H](CO)N1C[C@H](C)[C@@H](CN(C)Cc2ccc(C(=O)Nc3ccccc3N)cc2)Oc2c(NS(=O)(=O)c3ccccc3)cccc2C1=O	-6.6	5.8	nt	9.9	5.2	nt	-1.4	-2.0

Going on with the list:
SMILES	EWS-Fli inh	PAX8 inh HTS	PglD DTNB	LGR2 antag	PGC1a acetyl inh	FN deposit inh	ERAP1 HTS inh	S100A4 inh HTS
C[C@@H]1CN([C@@H](C)CO)C(=O)c2cccc(NC(=O)c3ccncc3)c2O[C@H]1CN(C)C(=O)Nc1ccc(F)cc1	5.7	-0.1	6.7	4.7	-0.6	5.1	1.6	-29.9
C/C=C/c1ccc([C@@H]2[C@@H](CO)N(C(C)=O)[C@H]2CN(CC)C(=O)CN(C)C)cc1	3.6	1.2	4.4	1.3	-18.2	4.7	-4.0	-1.8
COc1ccc(-c2ccc3c(c2)[C@@H]2[C@@H](CCN2C(=O)C2CCOCC2)[C@H](CO)N3C)cc1	-6.8	1.7	0.4	-4.6	17.2	-16.5	nt	nt
N#CC(C(=S)Nc1ccccc1)c1nc2ccccc2[nH]1 (stereo unspecified)	38.8	36.8	6.1	-32.9	-15.0	-12.8	3.1	-2.7
CCC(C)Sc1cc(C(F)(F)F)c(C(=O)Nc2ccc(Cl)cc2)cn1 (stereo unspecified)	1.8	10.4	0.6	5.1	nt	2.0	nt	-0.6
C[C@@H]1CCCCO[C@H](CN(C)C(=O)CCC(F)(F)F)[C@H](C)CN([C@H](C)CO)C(=O)c2cc(NS(=O)(=O)c3ccc(F)cc3)ccc2O1	21.1	8.8	1.0	6.3	-19.5	-1.0	4.0	-0.1
CCNC(=S)Nc1cc(OCC)c(NC(=O)c2cccs2)cc1OCC	nt	-1.9	-10.9	8.4	-16.9	-1.8	nt	nt
O=C(/C=C/[C@H]1O[C@@H](n2ccc(=O)[nH]c2=O)[C@H](O)[C@@H]1O)NCCCc1ccccc1	-4.2	-35.7	-2.6	-7.8	-11.3	1.4	nt	-5.3

Look-ups from the list.
Value of C/C(Cl)=C/CSc1nn2c(=O)c3ccccc3nc2s1 under LGR2 antag: -72.6
Value of CCOc1ncccc1C(=O)OCCCC(=O)c1ccc(Br)cc1 under PglD DTNB: -8.3
